LGR2 antag – inhibitors of bursicon-induced LGR2 CRE-luciferase signal, primary screen, cell-based, HEK293, CRE-luciferase reporter, bursicon stimulation; bursicon-stimulated, 4 h; AID 720647, 2013; hit rate 0.35% among 380,000; inhibition, % at 9.99 µM; Drosophila bursicon receptor LGR2 (rickets);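 active = drop in luminescence signal, shown as inhibition above about 50% in the replicate tests, limit read from the data, passing the limit was not always enough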;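 note: agonist challenge used bursicon conditioned medium at about half maximal strength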
GSIS activator – GLuc luminescence reporter in INS-1E cells, primary screen for activators of glucose-dependent secretion of insulin | INS-1E GLuc reporter insulin secretion, 2-3 h | activation, % at 16.6 µM | hit rate 0.61% among 370,000;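 active = lowest replicate activation of at least 40%, so every replicate reaches that level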;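 note: 0% = median of neutral control wells and 100% = median of IBMX positive control wells; some compounds called inactive have numbers as strong as hits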
PGC1a acetyl inh – inhibitors of PGC1a acetylation signal, primary screen, cell-based, U2OS, AlphaScreen, inhibitor mode; AlphaScreen anti-acetyl-lysine; with virally co-expressed GCN5 acetyltransferase; inhibition, % at 15.6 µM; hit rate 0.17% among 350,000;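 active = every replicate shows inhibition of at least 40%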;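 note: 0% = neutral control wells and 100% = positive control wells; some results beyond the cut were filed as inactive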
Starred values were filed as active, the others as inactive; & = joins results of further samples. A portion of the library (hit frequency here may not be typical).

`CCCNC(=O)[C@H]1[C@H](CO)[C@H]2Cn3c(ccc(-c4cccnc4)c3=O)[C@H]2N1Cc1cocn1` gave LGR2 antag -5, GSIS activator 18 and PGC1a acetyl inh 10.
`O=C(C[C@@H]1C=C[C@@H](NC(=O)C2CCOCC2)[C@@H](CO)O1)Nc1ccccc1` gave LGR2 antag 34, GSIS activator 3 and PGC1a acetyl inh -9.
Screening COc1ccc2c3c([nH]c2c1)[C@H](CO)N(Cc1cc(F)ccc1F)CC31CN(C(=O)C2CCC2)C1 returned LGR2 antag 17, GSIS activator -2 and PGC1a acetyl inh 12.
For C/C=C/c1ccc([C@H]2[C@@H](CO)N3C(=O)CN(Cc4ccc(C)cc4)C[C@@H]23)cc1 the results were LGR2 antag -9, GSIS activator 4 and PGC1a acetyl inh -4.
`CC=Cc1ccc2n(c1=O)C[C@H]1[C@H](CO)[C@@H](C(=O)NC3CCC3)N(C(=O)C3CC3)[C@@H]21` (mixture of isomers) gave LGR2 antag -6, GSIS activator 18 and PGC1a acetyl inh -1.
For CCCC(=O)Nc1ccc2c(c1)OC[C@H](C)N(CC1CCOCC1)C[C@H](C)[C@@H](OC)CN(C)C2=O the results were LGR2 antag 0, GSIS activator 9 and PGC1a acetyl inh 10.
CN(C)CCCNC(=O)C[C@H]1CC[C@@H]2[C@H](COC[C@H](O)CN2CC2CCCCC2)O1 was read as LGR2 antag 5, GSIS activator 0 and PGC1a acetyl inh 2.
Screening O=C(C1CCC1)N1CC2(C1)[C@H](c1ccccc1)[C@H](CO)N2C(=O)c1cccnc1 returned LGR2 antag -3, GSIS activator -8 and PGC1a acetyl inh 5.
Screening CCN1CC(=O)N2[C@@H](CO)[C@@H](c3ccc(Br)cc3)[C@@H]2C1 returned LGR2 antag 7, GSIS activator 9 and PGC1a acetyl inh 1.
`COc1ccc2c3c(n(C)c2c1)[C@H](CO)N(C)CC31CCN(C(=O)CN2CCOCC2)CC1` gave LGR2 antag -14, GSIS activator -9 and PGC1a acetyl inh -5.
`O=C(c1cccc(F)c1)N1CC[C@@H]2[C@@H](CO)Nc3ccc(-c4ccccc4)cc3[C@@H]21` gave LGR2 antag -4, GSIS activator -34 and PGC1a acetyl inh -3.
COc1ccc2c3c([nH]c2c1)[C@H](CO)N(C(C)=O)CC31CCN(Cc2ccccc2Cl)CC1 was read as LGR2 antag 9, GSIS activator 4 and PGC1a acetyl inh -4.
For CN(C)C(=O)c1ccc(-c2ccc(C3[C@@H]4CN(C(=O)C5CCCC5)C[C@H]3N4)cc2)cc1 (some centres not stated) the results were LGR2 antag -1&-23, GSIS activator -12&5 and PGC1a acetyl inh 3&9.
Screening CCCNC(=O)N1CC2(C1)[C@H](c1ccccc1)[C@@H](CO)N2C(=O)C1CCC1 returned LGR2 antag -3, GSIS activator -6 and PGC1a acetyl inh 8.
O=C(N[C@@H]1C=C[C@H](CC(=O)N2CCc3ccccc3C2)O[C@@H]1CO)C1CCOCC1 was read as LGR2 antag -9, GSIS activator 0 and PGC1a acetyl inh -4.

Quoted at random: 5 entries already listed, in no set order.
`O=C(C[C@@H]1C=C[C@@H](NC(=O)C2CCOCC2)[C@@H](CO)O1)Nc1ccccc1` gave LGR2 antag 34, GSIS activator 3 and PGC1a acetyl inh -9.
For CCCC(=O)Nc1ccc2c(c1)OC[C@H](C)N(CC1CCOCC1)C[C@H](C)[C@@H](OC)CN(C)C2=O the results were LGR2 antag 0, GSIS activator 9 and PGC1a acetyl inh 10.
For CN(C)C(=O)c1ccc(-c2ccc(C3[C@@H]4CN(C(=O)C5CCCC5)C[C@H]3N4)cc2)cc1 (some centres not stated) the results were LGR2 antag -1&-23, GSIS activator -12&5 and PGC1a acetyl inh 3&9.
For C/C=C/c1ccc([C@H]2[C@@H](CO)N3C(=O)CN(Cc4ccc(C)cc4)C[C@@H]23)cc1 the results were LGR2 antag -9, GSIS activator 4 and PGC1a acetyl inh -4.
O=C(N[C@@H]1C=C[C@H](CC(=O)N2CCc3ccccc3C2)O[C@@H]1CO)C1CCOCC1 was read as LGR2 antag -9, GSIS activator 0 and PGC1a acetyl inh -4.

Going on with the list.
`CCS(=O)(=O)c1ccc(-c2csc(-c3ccccc3)n2)c(Cl)c1Cl` gave LGR2 antag -12, GSIS activator -40 and PGC1a acetyl inh 3.
CCCC#Cc1ccc([C@H]2[C@H]3CN(C(=O)c4ccc(F)cc4)CC(=O)N3[C@H]2CO)cc1 was read as LGR2 antag -8, GSIS activator -1 and PGC1a acetyl inh 3.
`CCS(=O)(=O)N1CC2(C1)CN(S(=O)(=O)c1cccc(OC)c1)[C@@H](CO)c1[nH]c3cc(OC)ccc3c12` gave LGR2 antag 6, GSIS activator -13 and PGC1a acetyl inh -4.
`C[C@@H]1CN([C@@H](C)CO)C(=O)c2c(c3ccccc3n2C)-c2ccccc2CO[C@H]1CN(C)Cc1cccc(F)c1` gave LGR2 antag 30, GSIS activator -35 and PGC1a acetyl inh -25.
`O=C(C1CCCCC1)N1CC(=O)N2[C@H](CO)[C@@H](c3ccc(-c4cccnc4)cc3)[C@@H]2C1` gave LGR2 antag 9, GSIS activator 8 and PGC1a acetyl inh 4.
CCCNC(=O)Nc1ccc2c(c1)OC[C@@H](C)N(C(C)=O)C[C@@H](C)[C@H](OC)CN(C)C2=O was read as LGR2 antag -18, GSIS activator 15 and PGC1a acetyl inh 2.
`COc1ccc2c3c([nH]c2c1)[C@H](CO)N(C(=O)Nc1ccccc1F)CC31CCN(C(C)=O)CC1` gave LGR2 antag -12, GSIS activator -11 and PGC1a acetyl inh -10.
`COC(=O)C[C@H]1CC[C@H]2[C@@H](COc3ccc(NC(=O)NCc4ccccc4)cc3C(=O)N2C)O1` gave LGR2 antag 2, GSIS activator 4 and PGC1a acetyl inh 3.
Screening COc1ccc2c3c(n(C)c2c1)[C@H](CO)N(C(C)=O)CC31CCN(C(=O)C2CCOCC2)CC1 returned LGR2 antag 1, GSIS activator 6 and PGC1a acetyl inh 13.
Screening COc1ccc(C#Cc2ccc([C@@H]3[C@H](CO)N4C(=O)CN(C(=O)c5ccc(F)cc5)C[C@@H]34)cc2)cc1 returned LGR2 antag 1, GSIS activator -29 and PGC1a acetyl inh 2.
Screening COc1ccc2c3c([nH]c2c1)[C@@H](CO)N(C)CC31CCN(C(=O)c2ccccn2)CC1 returned LGR2 antag -2, GSIS activator 0 and PGC1a acetyl inh 6.
For O=C(C1CCCCC1)N1CC(=O)N2[C@@H](CO)[C@H](c3ccc(-c4ccccc4F)cc3)[C@@H]2C1 the results were LGR2 antag 3, GSIS activator -14 and PGC1a acetyl inh -12.
COCC(=O)N1CC2(C1)CN(C(=O)COC)[C@H](CO)c1c2c2ccc(OC)cc2n1C was read as LGR2 antag -4, GSIS activator 6 and PGC1a acetyl inh 5.
Cc1ccccc1S(=O)(=O)N1CC(=O)N2[C@H](CO)[C@H](c3ccc(C#Cc4ccccc4)cc3)[C@H]2C1 was read as LGR2 antag -1, GSIS activator 8 and PGC1a acetyl inh -12.
For COCC#Cc1ccc([C@@H]2[C@H]3CN(C(=O)CN4CCOCC4)CC(=O)N3[C@H]2CO)cc1 the results were LGR2 antag 25, GSIS activator 8 and PGC1a acetyl inh 0.
CCC(=O)N1CC2(C1)CN(C(=O)Nc1ccccc1F)[C@@H](CO)c1[nH]c3cc(OC)ccc3c12 was read as LGR2 antag 22, GSIS activator 8 and PGC1a acetyl inh -4.
For CCCC(=O)N1CC2(CN(C(=O)NC(C)C)C2)c2c([nH]c3cc(OC)ccc23)[C@@H]1CO the results were LGR2 antag 0, GSIS activator 3 and PGC1a acetyl inh 5.
O=C(C1CCC1)N1CC2(C1)[C@H](c1ccccc1)[C@H](CO)N2CC1CCCC1 was read as LGR2 antag -10, GSIS activator -7 and PGC1a acetyl inh -3.
COc1ccc2c3c([nH]c2c1)[C@H](CO)N(C(=O)c1cccc(F)c1)CC31CCN(C(=O)CC2CC2)CC1 was read as LGR2 antag 30, GSIS activator -3 and PGC1a acetyl inh -2.
O=C(C[C@H]1C[C@@H]2c3cc(NC(=O)c4cccnc4)ccc3O[C@@H]2[C@@H](CO)O1)NC1CCCC1 was read as LGR2 antag 13, GSIS activator -12 and PGC1a acetyl inh -5.
`O=C(C[C@H]1C=C[C@@H](NC(=O)c2ccncc2)[C@@H](CO)O1)Nc1ccccc1` gave LGR2 antag -2, GSIS activator -2 and PGC1a acetyl inh -3.
`COC(=O)[C@H]1[C@H](CO)[C@H]2Cn3c(ccc(-c4ccncc4)c3=O)[C@H]2N1CC1CCCC1` gave LGR2 antag 13, GSIS activator 18 and PGC1a acetyl inh 4.
Screening O=C(Nc1ccccc1)N1CC(=O)N2[C@H](CO)[C@@H](c3ccc(C#CC4CCCC4)cc3)[C@H]2C1 returned LGR2 antag 14, GSIS activator -1 and PGC1a acetyl inh 0.
Screening CCCC#Cc1ccc([C@@H]2[C@H](CO)N3C(=O)CN(S(=O)(=O)c4ccccc4C)C[C@@H]23)cc1 returned LGR2 antag 19, GSIS activator 2 and PGC1a acetyl inh 11.
For CN1c2ccc(Br)cc2[C@@H]2[C@@H](CCN2C(=O)C2CCC2)[C@@H]1CO the results were LGR2 antag 20, GSIS activator -7 and PGC1a acetyl inh -15.
COCC(=O)N1[C@@H](CO)[C@H](c2ccccc2)C12CN(C(=O)NC1CCCCC1)C2 was read as LGR2 antag 13, GSIS activator 4 and PGC1a acetyl inh 7.
O=C(CC1CC1)N1CC2(C1)[C@H](c1ccccc1)[C@@H](CO)N2Cc1ccccc1 was read as LGR2 antag 0, GSIS activator 1 and PGC1a acetyl inh 13.
Screening COc1ccc2c3c([nH]c2c1)[C@@H](CO)N(C(C)=O)CC31CCN(C(C)=O)CC1 returned LGR2 antag 2, GSIS activator 36 and PGC1a acetyl inh -5.
`COc1ccc2c3c([nH]c2c1)[C@@H](CO)N(C(=O)c1ccccc1)CC31CN(C(=O)CC2CC2)C1` gave LGR2 antag -16, GSIS activator -10 and PGC1a acetyl inh 10.
For COc1ccc2c3c([nH]c2c1)[C@H](CO)N(C(C)=O)CC31CCN(C(=O)Nc2ccc(F)cc2)CC1 the results were LGR2 antag -1, GSIS activator -13 and PGC1a acetyl inh 6.
For COc1ccc2c3c([nH]c2c1)[C@H](CO)N(C(=O)NC(C)C)CC31CCN(C(=O)NC2CCCC2)CC1 the results were LGR2 antag -12, GSIS activator 9 and PGC1a acetyl inh 5.
`CC(=O)N1[C@H](CO)[C@H](c2ccccc2)[C@H]1CN(C(=O)c1ccccc1F)C(C)C` gave LGR2 antag 2, GSIS activator 3 and PGC1a acetyl inh -3.
`O=C(O)C[C@@H]1C=C[C@H](NC(=O)CCN2CCCCC2)[C@H](CO)O1` gave LGR2 antag 19, GSIS activator 13 and PGC1a acetyl inh 1.
O=C(C1CCCC1)N1CC2(C1)[C@H](c1ccccc1)[C@H](CO)N2Cc1cncnc1 was read as LGR2 antag 4, GSIS activator -6 and PGC1a acetyl inh 20.
Screening COc1ccc2c3c(n(C)c2c1)[C@H](CO)N(CC1CCCCC1)CC31CCN(C(=O)CN(C)C)CC1 returned LGR2 antag 6, GSIS activator -2 and PGC1a acetyl inh -18.
Screening CCC(=O)N1C[C@H](C)[C@@H](OC)CN(C)C(=O)c2ccc(NC(=O)C3CCCCC3)cc2OC[C@@H]1C returned LGR2 antag -4, GSIS activator 16 and PGC1a acetyl inh 6.
Screening Cc1ccccc1S(=O)(=O)N1[C@H](C#N)[C@@H](c2ccc(C#CC3CCCC3)cc2)[C@@H]1CO returned LGR2 antag -7, GSIS activator -16 and PGC1a acetyl inh -9.
`O=C(C[C@H]1CC[C@@H](NC(=O)Nc2ccccc2F)[C@H](CO)O1)NCc1ccc(F)cc1` gave LGR2 antag 10, GSIS activator -8 and PGC1a acetyl inh 3.
Screening C[C@H](C(=O)N(C)C[C@@H]1OCc2ccccc2-c2c(n(C)c3ccccc23)C(=O)N([C@@H](C)CO)C[C@H]1C)c1ccccc1 returned LGR2 antag -12, GSIS activator -26 and PGC1a acetyl inh -30.
For COc1ccc2c3c(n(C)c2c1)[C@H](CO)NCC31CCN(C(=O)c2ccc(F)cc2)CC1 the results were LGR2 antag 6, GSIS activator 17 and PGC1a acetyl inh 0.
CCC(=O)N1[C@H](CO)[C@@H](c2ccccc2)C12CN(C(=O)Nc1cccc(OC)c1)C2 was read as LGR2 antag 12, GSIS activator -14 and PGC1a acetyl inh 4.
`COc1ccc2c3c(n(C)c2c1)[C@H](CO)N(Cc1ccccc1OC)CC31CCN(C)CC1` gave LGR2 antag 6, GSIS activator 22 and PGC1a acetyl inh -6.
Screening O=C(O)c1ccc(CSc2nc(-c3ccc(Cl)cc3)cc(C(F)(F)F)n2)cc1 returned LGR2 antag -1, GSIS activator 15 and PGC1a acetyl inh 8.
For CN(C)C(=O)C[C@@H]1CC[C@H]2[C@@H](COc3ccc(NC(=O)C4CCC4)cc3C(=O)N2C)O1 the results were LGR2 antag -8, GSIS activator 2 and PGC1a acetyl inh 6.
For CCCNC(=O)N1CC2(C1)CN(C(=O)CC)[C@@H](CO)c1c2c2ccc(OC)cc2n1C the results were LGR2 antag -12, GSIS activator 32 and PGC1a acetyl inh 12.
`COc1ccccc1CN1CC2(C1)[C@H](c1ccccc1)[C@@H](CO)N2Cc1ccccc1` gave LGR2 antag -3, GSIS activator -12 and PGC1a acetyl inh -3.

Bioassay records (PubChem BioAssay)
